# RPL19A-GFP yeast: modulators of TOR pathway RPL19A-GFP in S. cerevisiae. percent response vs DMSO, % at 10 µM. S. cerevisiae RPL19A-GFP strain, flow cytometry, 3 h; stronger effect = lower value. hit rate 0.3% among 330,000;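 active means percent response vs DMSO below 50%; inconclusive means fewer than 70 events counted for the yeast strain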;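 further: median channel GFP fluorescence of the barcoded RPL19A-GFP strain; ratio of sample median GFP to plate DMSO average so 100% = DMSO; lower means less RPL19A-GFP as with rapamycin TOR inhibition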
# GRK2 inh: human GRK2 inhibition via aptamer displacement | P25098 | bead flow cytometry, FAM-aptamer displacement from GRK2 | inhibition of aptamer binding, % at 10 µM | hit rate 0.59% among 330,000 | AID 488847;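 active means inhibition of aptamer binding above 40%, roughly 3 SD of noise, on plates passing a quality check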;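 further: median bead fluorescence of bound FAM aptamer so fluorescent compounds give negative values; no value below 0 was filed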
# CIT2-GFP yeast: yeast TOR pathway CIT2-GFP modulation; S. cerevisiae CIT2-GFP strain, flow cytometry, 3 h; 100 means same as DMSO wells; GFP response vs DMSO, % at 10 µM; hit rate 0.065% among 320,000;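 active means GFP response relative to DMSO above a set limit, near the screen mean plus 3 SD, cut at about 150% in these data; inconclusive means Fewer than 70 cells measured for a yeast strain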;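 further: ratio of well median GFP fluorescence to mean of DMSO wells on the plate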
# LAP4-GFP MLPCN: alters LAP4-GFP fluorescence in TOR pathway yeast screen; hit rate 0.34% among 320,000; AID 2023; S. cerevisiae LAP4-GFP multiplex, flow cytometry GFP, 3 h; median GFP as percent of DMSO wells; GFP response vs DMSO, % at 10 µM;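 active means GFP response vs DMSO above a set limit, about the screen mean plus 3 SD, cut at about 150% in these data; inconclusive means under 70 cell events counted for the yeast strain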
# AGP1-GFP MLPCN: alters AGP1-GFP fluorescence in TOR pathway yeast screen; S. cerevisiae AGP1-GFP multiplex flow cytometry, 3 h; GFP as percent of DMSO wells; GFP response vs DMSO, % at 10 µM; hit rate 0.02% among 320,000; AID 2066;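 active means GFP response relative to DMSO above a set limit, near screen average plus 3 SD, cut at about 150% in these data; inconclusive means fewer than 70 cells counted for the yeast strain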;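 further: median GFP channel fluorescence of the gated AGP1 strain per well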
# VLA-4 inh: inhibition in a human VLA-4 binding assay | VLA-4 expressing cells, ligand binding flow cytometry | hit rate 0.2% among 330,000 | inhibition, % (about 7 µM as worked out from the volumes in the protocol) | P13612; in the data active means inhibition above about 50%
# Target sequence (P13612 whole entry, looked up): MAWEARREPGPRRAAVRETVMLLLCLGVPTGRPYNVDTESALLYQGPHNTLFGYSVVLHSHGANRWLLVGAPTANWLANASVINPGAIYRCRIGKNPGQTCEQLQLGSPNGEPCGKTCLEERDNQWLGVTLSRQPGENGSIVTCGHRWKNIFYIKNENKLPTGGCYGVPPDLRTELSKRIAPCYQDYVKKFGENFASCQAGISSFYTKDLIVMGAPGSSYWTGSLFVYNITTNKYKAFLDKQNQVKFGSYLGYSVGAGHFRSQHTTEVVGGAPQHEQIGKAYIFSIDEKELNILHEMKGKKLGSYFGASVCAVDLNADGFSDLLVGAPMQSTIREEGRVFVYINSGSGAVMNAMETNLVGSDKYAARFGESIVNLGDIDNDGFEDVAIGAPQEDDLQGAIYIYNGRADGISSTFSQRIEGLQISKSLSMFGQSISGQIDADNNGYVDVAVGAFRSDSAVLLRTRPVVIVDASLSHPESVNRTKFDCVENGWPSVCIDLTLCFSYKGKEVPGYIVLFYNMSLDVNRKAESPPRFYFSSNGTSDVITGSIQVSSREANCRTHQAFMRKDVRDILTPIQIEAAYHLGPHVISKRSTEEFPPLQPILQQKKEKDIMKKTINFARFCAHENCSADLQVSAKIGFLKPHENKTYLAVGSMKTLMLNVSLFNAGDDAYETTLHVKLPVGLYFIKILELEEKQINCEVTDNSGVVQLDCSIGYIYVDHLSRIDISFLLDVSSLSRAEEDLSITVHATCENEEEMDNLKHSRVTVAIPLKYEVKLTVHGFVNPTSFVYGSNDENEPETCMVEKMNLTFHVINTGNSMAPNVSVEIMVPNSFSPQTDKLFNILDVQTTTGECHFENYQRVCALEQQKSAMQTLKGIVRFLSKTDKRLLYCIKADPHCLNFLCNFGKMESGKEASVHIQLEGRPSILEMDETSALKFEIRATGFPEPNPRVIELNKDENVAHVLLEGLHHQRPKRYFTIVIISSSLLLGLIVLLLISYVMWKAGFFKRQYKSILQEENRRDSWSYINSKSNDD
# GASC-1 inh: blocks human GASC-1 demethylase activity | Q9H3R0 | GST-JMJD2C(1-420) H3K9me3 demethylation, DELFIA europium | inhibition, % at 2.35 µM | hit rate 0.069% among 330,000 | AID 2099;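 active means more than half of a compound's replicate wells show inhibition beyond 50%, single wells judged on their own value; inconclusive means some, but no more than half, of replicates pass 50% inhibition; inactive means no replicate passes 50% inhibition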;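 further: signal counts dimethyl H3K9 product captured on neutravidin plate; 0% = median of DMSO wells and 100% = 0.3 times that DMSO median; strong numbers were not always called active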
# MEP2-GFP yeast: yeast TOR pathway MEP2-GFP modulation | GFP response vs DMSO, % at 10 µM | AID 2016 | S. cerevisiae MEP2-GFP strain, flow cytometry GFP, 3 h; 100% = DMSO control level | hit rate 0.51% among 330,000;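 active means GFP response versus DMSO above a set limit, roughly screen mean plus 3 SD, cut at about 180% in these data; inconclusive means fewer than 70 cells counted for a yeast strain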;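 further: median GFP fluorescence of the barcode-gated MEP2-GFP cells per well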
# * = called active by the depositor; u = inconclusive; x = not tested or not shown; & = joins results of further samples; [ ] = remark or other dose.
SMILES,RPL19A-GFP yeast,GRK2 inh,CIT2-GFP yeast,LAP4-GFP MLPCN,AGP1-GFP MLPCN,VLA-4 inh,GASC-1 inh,MEP2-GFP yeast
COc1ccc(N(C(=O)c2ccco2)C(C(=O)NC2CCCCC2)c2cccs2)cc1OC (stereo not drawn),95.6,4.0,99.5,100.2,94.1,-4.2,1.5,107.5
C=CCOn1c(=O)c(-c2ccc(OC)cc2)[n+]([O-])c2ccccc21,101.6,1.0,98.5,106.9,101.2,13.1,-2.9,107.0
Cc1ccc(S(=O)(=O)Cn2nnnc2CN(Cc2ccco2)Cc2cccs2)cc1,100.6,2.0,92.2,100.3,98.1,11.7,29.5&6.6,99.1
Cc1sc(N/N=C/c2cc([N+](=O)[O-])ccc2O)nc1-c1ccccc1,106.8,4.0,108.2,105.2,102.6,2.3,-1.3,110.2
O=c1c2ccccc2ncn1CCCSc1ccccc1,90.9,1.0,85.3,112.5,95.4,10.1,-0.3,101.5
COc1ccc(NC(=O)CNC(=O)Cn2c(C)cc3ccccc3c2=O)cc1OC,100.3,0.0,95.9,102.8,98.8,4.5,20.1,101.5
CC(C(=O)Nc1ncc([N+](=O)[O-])s1)N1C(=O)c2ccccc2S1(=O)=O (stereo not drawn),90.4,1.0,89.6,99.4,106.4,-3.5,38.3,91.0
CCC(CO)N=CC1=C(O)CC(c2ccccc2)CC1=O (stereo not drawn),102.1,0.0,106.9,102.3,102.4,-3.1,-0.5,118.7
Cc1cc(=O)n2c3ccccc3n(CC(O)CN3CCN(Cc4ccccc4)CC3)c2c1C#N (stereo not drawn),96.4,0.0,97.4,99.6,99.6,5.2,3.4,92.5
N/C(=N\OC(=O)c1ccco1)c1ccccc1,94.3,0.0,92.2,93.0,89.2,24.9,0.9,98.9
Oc1ccc(C=Nc2ccc(N3CCOCC3)cc2)c(O)c1,101.3,6.0,88.9,86.7,97.4,-1.1,2.5,94.2
Cc1cccc(NC(=O)CN2C(=S)NC(C)(C)CC2C)c1C (stereo not drawn),100.6,0.0,105.4,93.4,101.0,2.3,34.8,91.0
O=C(NCCNC(=O)C1CC2CCC1C2)C1CC2CCC1C2 (stereo not drawn),100.2,1.0,99.9,103.8,103.1,6.6,3.4,97.7
CC(CC(=O)Nc1cccc(Cl)c1)c1ccccc1 (stereo not drawn),100.6,0.0,91.9,85.9,89.2,6.7,-9.6,89.0
O=[N+]([O-])c1cccc(N(CC2CO2)S(=O)(=O)c2ccccc2)c1 (stereo not drawn),100.8,0.0,109.6,88.6,103.5,4.1,9.8,105.5
Cc1cccc(NC(=O)c2nc[nH]c2C(=O)NCCCCNC(=O)c2[nH]cnc2C(=O)Nc2cccc(C)c2)c1,112.6,4.0,86.5,94.0,96.0,-21.5,-4.2,98.8
COc1cn(-c2ccccc2)nc1C(=O)Nc1ccccc1,90.9,0.0,85.8,96.5,83.4,7.6,0.8,80.0
COc1ccc(CCNC(=O)CSc2ccc(NC(C)=O)cc2)cc1OC,104.8,1.0,106.8,99.7,101.0,-0.8,-0.8,103.7
CN(C)S(=O)(=O)c1ccc(S(=O)(=O)N2CCN(CCC#N)CC2)cc1,98.4,4.0,104.3,103.8,109.7,-22.6,0.3,102.7
Cn1c(C(=O)NCCN2CCOCC2)cc2sccc21,96.1,2.0,100.8,92.4,96.1,-6.9,-4.3,109.2
COC(=O)c1sccc1S(=O)(=O)N1CCCC(N(C)CCc2ccccn2)C1 (stereo not drawn),97.6,4.0,93.1,80.7,93.7,-9.6,-1.0,81.7
O=C1CNC(=O)N1CC(=O)N1CCCc2ccccc21,100.3,4.0,105.6,92.1,104.6,-48.9,6.7,98.1
CCCCNC(=O)Nc1nc2ccc(CC)cc2s1,102.9,2.0,89.6,115.8,103.6,2.9,-10.4,100.6
CN1CCc2c1nc1ccccc1c2NC(=O)CN1CCCC1,102.4,1.0,102.3,95.0,99.6,3.5,5.2,104.2
COc1cc(OC)cc(C(=O)OCC(=O)Nc2ccc(F)cc2F)c1,99.7,1.0,90.3,113.6,102.0,8.8,-10.1,97.8
COCc1c(C(=O)NC2CCCCC2)sc2cccc(F)c12,96.2,3.0,97.4,109.5,98.9,-7.3,3.9,93.6
Cc1ccc(N(CC(=O)O)S(C)(=O)=O)cc1Cl,99.1,4.0,93.6,91.4,98.6,4.3,17.4,99.7
CN(C(=O)COC(=O)c1ccccc1SCC(=O)NC1CCCCCCC1)C1CCS(=O)(=O)C1 (stereo not drawn),101.8,0.0,99.7,102.7,101.5,5.5,-3.7,102.4
COCC(=O)Nc1cc(C)cn(Cc2c(F)cccc2Cl)c1=O,101.7,7.0,112.7,92.2,100.3,17.1,-1.0,122.4
O=C(O)c1ccc(S(=O)(=O)N2CCCC2)cc1,101.1,0.0,108.3,91.6,105.5,-7.9,5.5,106.9
COc1ccc(OC(=O)C2CC(=O)N(c3ccc(C)cc3)C2)cc1 (stereo not drawn),98.1,0.0,103.4,114.9,107.8,10.1,7.4,102.4
CSc1nc(C)cc(SCCO)n1,98.7,1.0,102.4,100.7,103.2,-2.2,-8.8,98.2
COc1cc(/C=N\NC(=O)CN2CCOCC2)ccc1OCC(=O)Nc1ccc(C)c(C)c1,100.4,0.0,97.9,100.3,96.6,1.9,-4.9,104.1
CCCN1C(=O)C(=O)N(CC(=O)c2cc(C)n(C3CC3)c2C)C1=O,104.5,0.0,99.9,106.7,104.2,2.1,0.6,101.1
Cc1ccc(-n2nc3c(c2NC(=O)c2ccco2)CS(=O)C3)c(C)c1 (stereo not drawn),98.8,0.0,100.4,103.3,98.7,-9.9,-3.4,106.2
COc1ccc(/C=N/n2c(C)cc(C)cc2=O)cc1,101.5,0.0,104.7,97.6,99.8,0.1,-5.8,99.4
CCCCC(CC)C(=O)Nc1cc(C(=O)NCc2ccc(C)cc2)ccc1N1CCC2(CC1)CC(c1ccccc1)=NO2 (stereo not drawn),90.4,2.0,91.2,129.2,79.5,-5.2,-2.8,88.0
Cc1ccc(C)n1-c1ccc(C(=O)N/N=C/c2ccncc2)cc1,103.5,0.0,115.3,116.2,113.1,-2.3,1.6,109.2
Cc1ccc(-n2c3c(cc(C(=O)NCC(=O)c4ccccc4)c2=O)C(=O)CCC3)cc1,109.6,0.0,105.0,104.0,105.6,0.8,2.2,104.8
O=C1CC(/C=C/c2ccccc2)(C(=O)NC2CCCC2)N1c1ccc(S(=O)(=O)N2CCCC2)cc1 (stereo not drawn),99.9,0.0,94.4,96.0,101.8,-3.4,-4.7,96.2
C=CCOc1ccc(/C=N/NC(=O)c2cc3c(OC)cc(OC)cc3[nH]2)cc1,103.0,3.0,97.8,106.3,102.1,6.5,-6.8,100.7
O=C(OCC(=O)c1c[nH]c2ccccc12)c1cncc(Br)c1,94.1,0.0,93.1,90.0,94.7,-13.7,-6.4,97.2
COc1ccc(NC(=O)CN(C)CC(=O)c2[nH]c(C)c(C(C)=O)c2C)cc1,106.4,2.0,104.1,112.6,108.6,-7.9,4.9,102.1
Cc1ccc(NC(=O)CSc2nnc(-c3cccs3)o2)cc1S(=O)(=O)N(C)C,103.4,2.0,104.8,99.4,105.4,7.5,1.2,102.9
Cc1c(NC(=O)COC(=O)C(c2ccc(Cl)cc2)C(C)C)c(=O)n(-c2ccccc2)n1C (stereo not drawn),97.7,0.0,92.3,105.8,102.1,-6.7,5.9,100.7
CCC(=O)Nc1ccc(C(=O)CSc2nnc(-c3ccc(NS(C)(=O)=O)cc3)n2C)cc1OC,97.9,2.0,98.5,93.7,97.6,0.5,-0.6,97.3
O=C(CS(=O)c1ccccc1[N+](=O)[O-])Oc1ccc(Br)cc1 (stereo not drawn),90.9,0.0,92.0,170.2*,100.2,0.5,-1.8,92.3
COc1ccc(NC(=O)C2CCN(C(=O)Nc3ccccc3)CC2)cc1S(=O)(=O)N(C)C,90.6,0.0,92.0,89.1,94.1,-3.5,7.9,94.4
CS(=O)(=O)N(CC(=O)NCc1ccc2c(c1)OCO2)c1ccccc1,100.5,0.0,107.7,101.9,109.7,-7.3,-5.1,105.5
COc1cc(Br)c(C2C(C#N)=C(N)Oc3n[nH]c(-c4cccnc4)c32)cc1OC (stereo not drawn),99.3,4.0,103.9,106.1,102.2,20.6,19.4,111.5
Cc1nc2ccccn2c1-c1ccnc(=S)[nH]1,99.6,1.0,83.3,107.9,87.2,-0.6,-0.9,101.2
O=S(=O)(Nc1ccc(S(=O)(=O)N2CCCCCC2)cc1)c1cccs1,96.2,0.0,101.2,95.2,99.1,13.4,7.8,96.6
Cc1ccc(CN(C)C(=O)COc2ccc(S(=O)(=O)N3CCCC3)cc2[N+](=O)[O-])c(C)c1,103.6,0.0,105.3,99.0,102.2,-2.8,14.2,98.0
CC1(c2ccccc2)NC(=O)N(NC(=O)COC(=O)c2cc(Br)ccc2O)C1=O (stereo not drawn),88.9,3.0,92.8,92.3,95.1,-2.3,0.0,82.1
O=C(Nc1ccc(Cl)cc1)NC1CCCC1Cc1ccco1 (stereo not drawn),100.3,0.0,104.5,94.1,102.0,-10.2,-4.0,96.0
CCOCCCNC(=O)c1c(-c2ccccc2)noc1C,94.9,0.0,96.4,97.9,96.1,4.1,1.2,97.6
Cn1c(N2CCOCC2)nc2c1c(=O)n(Cc1ccc(Cl)cc1)c(=O)n2C,99.9,2.0,90.1,111.7,96.1,19.2,16.7,95.8
COc1ccc(S(=O)(=O)N(CC(=O)NCc2ccncc2)c2ccc(C)cc2)cc1OC,107.4,1.0,102.6,102.3,108.2,-4.5,0.4,110.7
COc1cc(C(=O)Oc2ccccc2/C=N/NC(=O)c2ccc(C)c(Cl)c2)cc(OC)c1OC,103.5,2.0,108.1,95.5,104.6,12.8,-10.0,101.6
CCOc1ccc(CC(=O)NCC(=O)NCc2cc(=O)n(C)c(=O)n2C)cc1,97.6,0.0,98.4,96.7,100.7,9.1,-0.5,103.2
# (more compounds)
SMILES,RPL19A-GFP yeast,GRK2 inh,CIT2-GFP yeast,LAP4-GFP MLPCN,AGP1-GFP MLPCN,VLA-4 inh,GASC-1 inh,MEP2-GFP yeast
O=C(CCN1C(=O)c2ccc(Br)cc2C1=O)NC1CCCCC1,112.6,0.0,x,87.3,98.8,-6.0,4.8,104.0
COc1ccc(NC(=O)CC2C(=O)NC3CCCCC3N2C(=O)c2ccc(F)cc2)cc1 (stereo not drawn),105.0,1.0,110.6,91.0,105.4,0.8,-26.7,108.2
Cn1c(-c2sc3cc(C(F)(F)F)cnc3c2-c2ccccc2)n[nH]c1=S,92.8,0.0,90.5,90.0,93.8,-10.7,3.8,94.9
CSCCC(NC(=O)COc1ccccc1)C(=O)N1CCN(C(C)=O)CC1 (stereo not drawn),67.2[may fluoresce violet],0.0,u,u,u,13.4,0.2,u
CC(Oc1cccc(F)c1)C(=O)Nc1ccc(N2CCOCC2)cc1 (stereo not drawn),95.8,0.0,96.3,98.2,96.0,-3.2,1.0,104.9
CCOc1cc(C(=O)NC)cc(OCC)c1OCC,98.0,1.0,99.9,103.0,100.8,9.5,2.5,100.8
CC1CCCCC1NC(=O)COC(=O)/C=C/c1ccco1 (stereo not drawn),92.6,1.0,88.8,87.4,88.0,4.2,x,93.4
